# Source: PubChem BioAssay
# NPYLR7 ag – activates Aedes aegypti NPYLR7 receptor. activation, % at 10 µM. HEK293T NPYLR7/Galpha15, GCaMP6s calcium fluorescence. AID 1259423. hit rate 0.15% among 270,000; in the data active = activation above about 40%;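 note: 0% = vehicle and 100% = reference agonist at the receptor; some compounds past the cut are filed as inactive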
# mcGAS inh – inhibitors of mouse cGAS. inhibition, % at 12.5 µM. hit rate 0.15% among 160,000. Q8C6L5. recombinant cGAS, Kinase-Glo ATP depletion luminescence;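 note: 0% = negative control wells and 100% = reference inhibitor with no enzyme activity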
# hcGAS inh – blocks human cGAS activity; recombinant h-cGAS, ATP depletion, Kinase-Glo luminescence; hit rate 0.081% among 290,000; inhibition, % at 12.5 µM; AID 1259398;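 note: 0% = vehicle reaction and 100% = reaction without DNA for no activity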
# Target sequence (Q8N884 whole entry, looked up): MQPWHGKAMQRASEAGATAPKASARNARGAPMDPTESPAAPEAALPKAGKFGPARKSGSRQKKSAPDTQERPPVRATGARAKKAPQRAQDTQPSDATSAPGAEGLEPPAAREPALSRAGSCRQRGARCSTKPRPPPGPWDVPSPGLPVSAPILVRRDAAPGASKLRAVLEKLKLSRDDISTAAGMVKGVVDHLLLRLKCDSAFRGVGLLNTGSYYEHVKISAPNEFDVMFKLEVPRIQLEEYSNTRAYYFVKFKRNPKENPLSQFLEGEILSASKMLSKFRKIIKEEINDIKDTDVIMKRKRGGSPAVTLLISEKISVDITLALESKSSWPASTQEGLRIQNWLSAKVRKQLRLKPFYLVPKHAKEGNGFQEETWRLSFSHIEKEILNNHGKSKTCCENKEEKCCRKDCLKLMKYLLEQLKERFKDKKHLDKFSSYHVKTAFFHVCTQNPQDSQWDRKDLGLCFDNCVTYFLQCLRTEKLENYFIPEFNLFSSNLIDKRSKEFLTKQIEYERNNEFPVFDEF
# * hit, by the source's call; · = no result given; & = joins results of further samples. Cut-off read from the data, not from the text of the source, unless noted: active = inhibition above about 40%; inactive = the rest.
smiles	NPYLR7 ag	mcGAS inh	hcGAS inh
O=C(CNC(=O)c1ccc(Br)o1)NCC(F)(F)F	4	·	-7
CCCCCCNC(=O)Cc1csc(NC(=O)CN(C(=O)c2ccccc2C)C2CC2)n1	-12	-4	-7
CCN1C(=S)NC(c2ccc(NC(=O)Nc3ccc(Cl)cc3Cl)cc2)C(C(=O)OC)=C1C (stereo not drawn)	23	-10	-6
COc1cccc(Cn2cccc2CN(Cc2ccccc2)C(=O)CN(CC(C)C)C(=O)Nc2ccccc2Br)c1	22	-5	-1
O=C1C(=Cc2ccc(Br)cc2F)SC(=S)N1CCN1CCOCC1	10	-1	-1
CCn1c(SCC(=O)c2c(N)n(C)c(=O)n(C)c2=O)nc2sc(C)c(C)c2c1=O	6	·	0
Cc1cccc[n+]1CC(=O)C12CC3CC(CC(C3)C1)C2	-1	·	-8
COCCCNC(=O)c1ccccc1Nc1cccc(C(F)(F)F)c1	4	·	-3
CC1CCC(N(C)C(=O)C2=NN(C)C(=O)CC2)CC1 (stereo not drawn)	7	·	-5
COCC(C)c1nc(-c2ccc(CNC(C)=O)s2)c(C)s1 (stereo not drawn)	1	·	-10
COCc1c(Br)c(C)nc(OCC(=O)N/N=C\c2ccc(-c3ccc(Cl)c(C(=O)O)c3)o2)c1C#N	6	-4	-4
COc1cn(C)c(C(=O)Nc2ccc(C)c(F)c2)cc1=O	3	·	-12
Cc1cc(C)c(C)c(S(=O)(=O)Nc2ccc(F)cc2)c1C	1	·	-17
O=C(CN1CCC(Cc2ccccc2)CC1)N1N=C(c2cccs2)CC1c1ccco1 (stereo not drawn)	-4	·	-7
OCC(O)Cn1c(SCCOc2ccccc2)nc2ccccc21 (stereo not drawn)	-2	-5	-1

# Later entries.
smiles	NPYLR7 ag	mcGAS inh	hcGAS inh
O=C(NC(c1ccccc1)c1ccccc1)[C@@H]1CCCN1	5	·	-7
Cc1ccc(NC(=O)c2cc3cc(Br)cc(Br)c3oc2=O)cc1	10	-7	-7
Cc1ccc(N(Cc2ccccc2Br)C2C=CS(=O)(=O)C2)cc1C (stereo not drawn)	2	·	-7
O=C(c1cccc(-c2ncc[nH]2)c1)N1CCOC(CCCc2ccccc2)C1 (stereo not drawn)	·	-15	-6
O=C(NCCCN1CCOCC1)C(C1CCCC1)N1CCN(C(=O)c2ccccc2F)CC1 (stereo not drawn)	-13	-3	1
COc1ccc(OCC(=O)N2CCOC(c3ccccc3)C2)cc1 (stereo not drawn)	-4	-5	-3
O=C1NCC2(CCCN(C(=O)Cc3cccnc3)CC2)O1 (stereo not drawn)	8	·	-7
CCCc1nc(C)sc1C(=O)Nc1cccc(C(F)(F)F)c1	7	-4	-4
COc1cccc(C(=O)NCC2c3cc(OC)c(OC)cc3CCN2Cc2ccccc2C)c1 (stereo not drawn)	-1	-3	4
O=C1N(Cc2ccccn2)C(=O)C2(CCN(Cc3c(F)cccc3Cl)CC2)N1Cc1ccccc1	3	-9	1
CCOC(=O)c1ccc(N=c2oc3ccc(Cl)cc3cc2C(N)=O)cc1	-8	·	-3
CC1CCN(c2nc3c(c(=O)n(C)c(=O)n3C)n2CCSc2nc3ccccc3o2)CC1	1	·	-3
COCCN(CC(=O)N1CCc2sccc2C1COc1ccc(Cl)cc1)C(=O)c1cccs1 (stereo not drawn)	18	-4	-9
CCCCn1c(=O)c2c(nc3n2CCN3c2ccc(CC)cc2)n(C)c1=O	2	-9	-3
O=C(Nc1ccc(Cl)cc1Cl)N1CCC2(CC1)SCCN2C(=O)c1ccc(Cl)cc1	5	-5	-1

# More records
smiles	NPYLR7 ag	mcGAS inh	hcGAS inh
CCCCS(=O)(=O)N1CCN(c2ccc(-n3ccc(C)n3)nn2)CC1	-3	-9	-6
Cc1cc(C)cc(OCCN2CCN(S(C)(=O)=O)CC2)c1	6	·	-7
CCOCCCN1CCC(NC(=O)NCc2ccccc2)C(C)C1 (stereo not drawn)	0	·	-10
COc1cccc(-c2nc(OCC(C)C)nn2-c2cccc(NC(=O)Nc3cccc(Cl)c3)c2)c1	10	-4	-9
CC(C)(O)C#Cc1ccc(C(=O)N(Cc2ccsc2)CC2CCCO2)o1 (stereo not drawn)	-10	0	-1
COc1ccc(OCc2noc(CN3CCOCC3C)n2)cc1 (stereo not drawn)	4	·	-8
Cc1c(C(=O)N2CCN(C(=O)c3cccc(F)c3)CC2)cc(-c2ccccc2)n1-c1ccc(F)cc1F	-11	-3	-3
CC(=NNC(=O)c1cc(-c2ccncc2)nc2ccccc12)c1cc(Cl)cc(Cl)c1O	7	·	-7
Cc1cccnc1NC(=O)c1ccc(=O)n(Cc2ccc(Cl)cc2)c1	0	·	-1
Cc1cccc(S(=O)(=O)NC(=O)C2(C)CCN2C(=O)Cc2ccc(Cl)cc2Cl)c1 (stereo not drawn)	5	·	-5
COCc1cc(CN2CCN(c3nccc4occc34)CC2)ccc1OC	8	-17	-4
Cc1ccccc1N1C(=O)/C(=C/c2ccc(-c3cc(Cl)ccc3Cl)o2)C=C1c1ccccc1	14	-4	-2
CC(c1nc(-c2cccs2)no1)S(=O)Cc1ccc(F)cc1 (stereo not drawn)	11	-14	-7
c1cn(CC2CCCN(Cc3ccc(-c4ccn[nH]4)o3)C2)cn1 (stereo not drawn)	4&3	-11	-4&-3
CCN1C(=O)N(CCCc2cccnc2)C(=O)C12CCN(C1CCSC1)CC2 (stereo not drawn)	4	-2	4

# (next part)
smiles	NPYLR7 ag	mcGAS inh	hcGAS inh
Cc1ccc(-n2c(CCC(=O)NCc3cccc(Cl)c3)cc3c2-c2ccccc2OC3)c(F)c1	0	-11	-7
O=C(NCCCCCCNC(=O)c1ccc(Cl)c([N+](=O)[O-])c1)c1ccc(Cl)c([N+](=O)[O-])c1	0	-5	-8
O=C(c1ccccc1)c1ccc(N=Nc2c(-c3ccccc3)[nH]n(-c3ccc([N+](=O)[O-])cc3)c2=O)cc1	15	-2	-4
CCCc1nc(-c2nc(CC3CCN(C)CC3)no2)cs1	16	-16	-4
N#Cc1ccc(OCCNc2ccccc2C(N)=O)cc1	5	·	-6
O=C(CN1CN(c2ccccc2)C2(CCN(C(=O)c3ccccc3Br)CC2)C1=O)NCc1ccc2c(c1)OCO2	-16	2	2
O=C(NCc1ccccc1)c1cc(C2COCCN2C(=O)C/C=C/c2ccccc2)on1 (stereo not drawn)	0	-6	-7
CC(C)CCNC(=O)C(C1CCCC1)N1CCN(C(=O)c2ccc([N+](=O)[O-])cc2)CC1 (stereo not drawn)	-10	-4	-5
Cc1cnn(CC2CC2)c1NC(=O)C(C)NC(=O)CC1CCCCC1 (stereo not drawn)	12	-16	-6
N#Cc1ccc(/C=C/C(=O)Nc2ccc3c(c2)OCO3)cc1	6	·	-13
Cc1cc(C(=O)NCCC(=O)N2CCN(c3ccccc3)CC2)c(C)o1	2	·	-6
CC(C)N(CC#CCC1(O)c2ccccc2-c2ccccc21)CCO	2	-2	-14
COc1ccc(N2C(=O)CN(CCc3cccc(OC)c3)C3CS(=O)(=O)CC32)cc1 (stereo not drawn)	0	·	-5
O=C(NCc1ccco1)c1ccc(CSc2nnc(-c3cccs3)n2-c2ccc(F)cc2)cc1	-10	-1	8
CCN1C(c2ccccc2)C(C)C(=O)C(C)C1c1ccccc1 (stereo not drawn)	-4	-3	3

# Other records follow.
smiles	NPYLR7 ag	mcGAS inh	hcGAS inh
O=C(CCNC(=O)c1sccc1-c1ccccc1)NC1CCS(=O)(=O)C1 (stereo not drawn)	1	·	-8
CC1CC(C(F)F)n2nc(C(=O)Nc3ccc(Br)cc3F)nc2N1 (stereo not drawn)	-13	·	-4
Cc1ccccc1S(=O)(=O)NC(=O)C1(C)CCN1C(=O)C/C=C/c1ccccc1 (stereo not drawn)	0	·	-9
Cc1[nH]n(-c2ccccc2)c(=O)c1N=Nc1nccs1	-7	2	-2
O=[N+]([O-])c1cccc(C(Nc2nc3c(s2)CCCC3)c2ccc3cccnc3c2O)c1 (stereo not drawn)	-2	2	42*
Cc1cc(C)c(C)c(S(=O)(=O)CC(=O)NCC(=O)N2CCCC2)c1C	-3	-1	3
CC(C)(CNC(=O)c1cc(Cl)c(Cl)[nH]1)S(C)(=O)=O	-1	·	-5
COc1cccc(-c2cc(C(=O)N3CCN(C(=O)Nc4cccc(C(F)(F)F)c4)CC3)c(C)n2-c2ccccc2)c1	·	-6	-9
Cc1[nH][nH]c(=O)c1CC(=O)NCCn1c(C)cc2ccccc21	-1	·	-4
COc1ccccc1N(CC(F)(F)F)C(=O)COc1ccccc1C(N)=O	7	·	-9
Cc1ccc(NC(=O)CNCCOc2nonc2C)c(C)c1	4	-18	-7
CC(=O)c1ccc(C(=O)N2CCOC(CCCc3ccccc3)C2)cc1 (stereo not drawn)	8	·	-1
O=c1c(O[C@@H]2O[C@H](CO)[C@@H](O)[C@H](O)[C@H]2O)c(-c2ccc(O)c(O)c2)oc2cc(O)cc(O)c12	-6	·	-2
Cc1ccc(S(=O)(=O)N2CCN(c3ccc(Cl)c(Cl)c3)CC2)cc1	-5	·	-1
COCCn1c(C)cc(C=C2SC(=S)N(Cc3ccco3)C2=O)c1C	5	·	2

# Remaining list, next part.
molecule	NPYLR7 ag	mcGAS inh	hcGAS inh
COCc1cnc2c(c1SCC(=O)Nc1cc(C)cc(C)c1)c(=O)n(C)c(=O)n2C	-1	-6	0
COc1cccc(-c2cnc3c(NC=O)cc(-c4ccc(N(C)C)cc4)cn23)c1	13	-7	-6
Cc1nc(-c2ccsc2)sc1C(=O)NC(C)c1cccc(Cl)c1 (stereo not drawn)	-5	·	-4
N#CC1(N)C2CC3CC(C2)CC1C3 (stereo not drawn)	5	-4	-8
O=C(CN(Cc1ccccc1)S(=O)(=O)c1ccc(Cl)cc1)N1CCNC1=O	-1	·	-4
O=C(COc1ccc(Cl)c2ccccc12)Nc1ncccc1O	-2	·	19
O=C(Nc1ccccc1C1SCC(=O)N1c1ccccc1F)c1ccc(Br)cc1 (stereo not drawn)	·	-5	-6
COc1cc(NC(=O)c2cnn3c(C(F)(F)F)cc(-c4ccco4)nc23)c(OC)cc1Cl	-14	1	-1
N#Cc1ccsc1N1CCC(Br)C1=O (stereo not drawn)	-7	·	-4
Cc1ccc(N2C(=O)CSC23C(=O)N(CC(=O)NCCc2ccccc2)c2ccccc23)cc1C (stereo not drawn)	2	·	-1
CCN(CC)C(=O)N1CCN(C)CC1	-3&-6&-3	-5	-1&-2&-7
COc1ccc(/C=N\n2cnnc2)cc1COc1c(Cl)cc(Cl)cc1Cl	-11	·	1
CN(Cc1ccc(F)cc1)c1ccc(OCC(=O)N2CCN(c3ncc4ccccc4n3)CC2)nn1	-10	-1	2
Cc1ccc(-c2cc(C(=O)O)n3nc(-c4ccccc4)cc3n2)cc1	-5	·	6
COc1cccc(CNC(=O)c2cc(-c3cccs3)nc3cc(C)c(C)cc23)c1OC	20	-7	-11

# (next part)
molecule	NPYLR7 ag	mcGAS inh	hcGAS inh
COc1ccc(N2C(=O)CN(CCCc3ccccc3)C3CS(=O)(=O)CC32)cc1 (stereo not drawn)	1	·	-8
CCOc1ccc(-c2noc(-c3cc(-c4cccs4)[nH]n3)n2)cc1	-15	-1	-1
Cc1ccccc1-n1nc(C(C)(C)C)cc1NC(=O)CN(Cc1ccccc1)C(=O)COCc1ccccc1	-1	-5	-3
COCCCN(Cc1ccccc1C#N)Cc1cccn1Cc1ccccc1	-4	-5	-8
CCOC(=O)c1csc(N)n1	-2	·	2
COCCCn1cc(C(=O)N2CCNCC2)c2nn(-c3ccccc3)c(=O)c-2c1	-3	·	-12
CCCCc1[nH]nc2ccnc(-c3ccc(CO)cc3)c12	2	-4	-4
CC12C(=O)N(c3ccc(C(=O)O)cc3)C(=O)C1C1C=CC2C1 (stereo not drawn)	0	-7	-6
CCCCOc1ccc(S(=O)(=O)Nc2cc(Cl)ccc2C(=O)NCc2ccccc2)cc1	5	-3	1
CC1(C)CC(N2CC[C@@H](c3ccc(F)cc3)[C@H](O)C2)CC(C)(C)N1	·	-5	-10
Cc1ccn2c(NC(=O)C3CC3)c(-c3cccc(F)c3)nc2c1	-14	-4	-5
COc1ccc(O)c(C(=O)c2c[nH]c(C(=O)N3CCCC3)c2)c1	-5	-15	-8
CN1CCCC2(CC1)CCN(C(=O)CCc1ccccc1O)CC2	7	·	-8
CCOC(=O)c1c(NC(=O)c2ccccc2)sc(C(=O)Nc2ccc(OC)cc2)c1C	-5	-2	-3
COCCNC(=O)C(C1CCCC1)N1CCN(C(=O)c2cccc(F)c2)CC1 (stereo not drawn)	-7	-4	-3
